TGFb SMAD3 inh = qHTS for Inhibitors of TGF-b. HepG2 CAGA-GFP TGF-b/SMAD3 reporter, GFP fluorescence, 18 h; TGF-beta stimulated, 500 pg/mL final. Potency, µM (doses to about 46.1 µM), for inactives: at the highest dose activity, negative = inhibition, usual class: inhibitors. actives 1.2% (n = 410,000). AID 588855, 2011; note: potency is the fitted concentration of half-maximal effect; % is set by controls: 0 for no effect and ±100 for the full control effect; nearly all actives have a fitted effect of over 65% in size
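Per well, imaged GFP fluorescence of HEPG2 CAGA-GFP cells gives the signal; cells get compound, then TGF-beta (500 pg/mL final), 18 h at 37 degrees C; %Activity versus -TGF-beta and +DMSO controls.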
Mm-Cpn inhibitor = Inhibitors of TCP-1 ring complex (TRiC) of Methanococcus maripaludis (MmCpn): qHTS; actives 0.031% (n = 330,000); Potency, µM (series often up to 76.9 µM), for inactives: at the highest dose activity, negative = inhibition, usual class: inhibitors; purified Mm-Cpn ATPase, ADP Transcreener TR-FRET; Chaperonin Mm-Cpn (Methanococcus maripaludis); note: potency is the fitted concentration of half-maximal effect; % is set by controls: 0 for no effect and ±100 for the full control effect; nearly all actives have a fitted effect of over 80% in size
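Measured: ADP formation by purified Mm-CPN. Conditions: 25 nM protein, 10 uM ATP, Tris pH 7.4 with Mg2+, K+ and DTT, 37°C for 30 min. Detection: Transcreener HTRF after 30 min at room temperature.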
A549 tox = Nrf2 qHTS screen for inhibitors: counterscreen for cytotoxicity; AID 504648, 2011; actives 0.16% (n = 390,000); A549 ARE-Fluc cells, CellTiter-Fluor viability, 18-24 h; Potency, µM (doses to about 46 µM), for inactives: top-dose activity change, negative = cytotoxicity, most hits filed as inhibitors; note: potency is the fitted concentration of half-maximal effect; % is set by controls: 0 for no effect and ±100 for the full control effect
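Cytotoxicity counterscreen: CellTiter-Fluor fluorescence was measured in A549 ARE_Fluc cells after 18-24 h of compound exposure in a concentration series. The subsequent BugLite luminescent read reports ARE-luciferase activity.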
CCT chaperon mod = High-Throughput Screening for Modulators of Cytosolic Chaperonin Activity; purified chaperonin ATPase assay, HTRF ADP detection, 30 min; activity change, % (test concentration not listed), hits read low; actives 0.3% (n = 360,000); AID 651819, 2012; in the data active = activity change below about -30%; note: % is set by controls: 0 for no effect and ±100 for the full control effect
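First, chaperonin was dispensed at 40 nM or 20 nM final depending on batch activity. Next, compounds were pinned at 76 uM and ATP added at 10 uM. After 30 min at 37 °C, ADP detection reagents ran 30 min at ambient temperature.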
Akt phos inh = HTS Assay for Inhibitors of Akt Phophorylation: Primary Screen | Neuro2A IGF-stimulated pAkt S473 HTRF, 20 min; active compounds read low | actives 0.32% (n = 360,000) | activity change, % for hits at 50 µM | AID 651550, 2012; in the data active = activity change below about -80%; inconclusive = mostly about -51% to -80%; note: % is set by controls: 0 for no effect and ±100 for the full control effect
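Single-point screen (50 µM final compound) in Neuro2A cells stimulated 20 min with 6 nM IGF at 37 deg C. After lysis, Ser473-phosphorylated Akt read by HTRF (ex 330 nm, em 615/665 nm) as the 665/615 ratio.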
ATXN viability = Viability Counterscreen for Primary qHTS for Inhibitors of ATXN expression; S2 cells (HEK-293 line with an ATXN2-luciferase reporter) viability, CellTiter-Fluor protease fluorescence, 24 h; Potency, µM (highest dose often 56.7 µM), usual class: cytotoxic; actives 0.49% (n = 400,000); AID 651635, 2014; note: potency is the fitted concentration of half-maximal effect; nearly all actives have a fitted effect of over 40% in size
Nrf2 inh = Nrf2 qHTS screen for inhibitors. Potency, µM (highest dose often 46 µM), for the others: at the top dose activity change, negative = inhibition, hits mostly inhibitors. A549 ARE-Fluc reporter, luciferase luminescence, 18-24 h. actives 2.1% (n = 360,000); note: potency is the fitted concentration of half-maximal effect; % is set by controls: 0 for no effect and ±100 for the full control effect; nearly all actives have a fitted effect of over 60% in size
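Nrf2 activity is the BugLite luminescence, read 15 min after reagent at room temperature, following CellTiter-Fluor cytotoxicity readout (30 min, 37C). Compound titrations were applied for 18-24 h to 5000 A549 ARE_Fluc cells/well in 5% FBS OPTI-MEM.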
HepG2 viability = qHTS for Inhibitors of TGF-b: Cytotox Counterscreen; actives 0.76% (n = 410,000); HepG2 CAGA-GFP viability, ATP luminescence, 18 h; Potency, µM (titrated, usually from 46.1 µM), inactives show at the highest dose activity change, negative = cytotoxicity, usual class: cytotoxic; note: potency is the fitted concentration of half-maximal effect; some results filed as inactive show a strong effect at the top dose
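CellTiter-Glo luminescence gave cytotoxicity after 18 hours at 37 degrees C. The cells were HepG2 CAGA-GFP in 1% FBS DMEM, stimulated with 500 pg/mL TGF-beta after compound addition. %Activity was normalised to no-cell wells (complete cell-killing) and DMSO (no toxicity), and curves were fitted and classified.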
Nrf2 activator = qHTS of Nrf2 Activators; Potency, µM (highest dose often 46.1 µM), for inactives: at the top dose activation, usual class: activators; AREc32 ARE-luciferase reporter (MCF7-derived line), luminescence, 24 h; actives 0.31% (n = 410,000); AID 624171, 2012; note: potency is the fitted concentration of half-maximal effect; % of control where 0% means no effect; nearly all actives have a fitted effect of over 65% in size
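Luminescent ARE reporter assay in AREc32_Fluc cells: overnight plating at 37 deg C, 24 hr compound incubation, Steady-Glo added, 30 min RT before reading.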
Numbers without * were called inactive; i = inactive; ? = inconclusive; . = not tested or not shown; & = joins results of further samples; [ ] = another dose, or the depositor's remark. Unless noted, calls come from the whole dose curve; as a rule, active = well fitted curve in the direction sought with a large enough effect; inconclusive = small, poorly fitted or top-dose-only effect, or another doubt; inactive = no such curve, though single readings can be large; an effect the other way counts as inactive or inconclusive.

no. | SMILES | TGFb SMAD3 inh | Mm-Cpn inhibitor | A549 tox | CCT chaperon mod | Akt phos inh | ATXN viability | Nrf2 inh | HepG2 viability | Nrf2 activator
1 | COc1ccc(CCNC(=O)c2ccccc2SC)cc1 | 3% | ? | -2% | -2.2 | i | i | -10% | 0% | -0.1%
2 | CC(C)(C)n1nnnc1C(c1cc2cc3c(cc2[nH]c1=O)OCCO3)N1CCSCC1 (centres undefined) | 7% | -15% | -9% | -15 | i | ? | 12% | -17% | -0.1%
3 | Cc1cccc(C(=O)Oc2ccc(/C=N/NC(=O)c3ccc(O)cc3)cc2)c1 | 3% | 1% | ? | -0.8 | i | i | ? | 8% | 4.3%
4 | Clc1ccc(-c2nnc(-c3ccc(Br)cc3)c(N3CCSCC3)n2)cc1 | 0% | -9% | 5% | -3.9 | i | i | 16% | -3% | 0.0%
5 | COC(=O)c1ccc(NC(C(=O)OC)C(C)C)c([N+](=O)[O-])c1 (centres undefined) | 3% | -1% | -6% | 1.5 | i | i | 16% | 8% | 2.0%
6 | COC(=O)c1cccc(NC(=O)c2onc3c2CCCC3)c1 | -12% | 0% | 3% | 0.7 | i | i | ? | -49% | -1.0%
7 | O=C(Nc1ncc([N+](=O)[O-])s1)c1ccco1 | -20% | 1% | ? | -0.8 | i | ? | ? | -46% | 0.5%
8 | CCN(CC)c1ncnc2c1ncn2[C@H]1CN(Cc2cc(OC)c(OC)c(OC)c2)C[C@@H](CO)O1 | 5% | . | . | 1.4 | i | i | . | -3% | 0.3%[9.22 µM]
9 | O=C(Nc1cc(S(=O)(=O)N2CCOCC2)ccc1N1CCOCC1)c1ccc(Cl)nc1 | -1% | -4% | 5% | -2.3 | i | i | -11% | 2% | 0.3%
10 | Cc1[nH]n(-c2ccc(C(=O)O)cc2)c(=O)c1CCO | -4% | -1% | 1% | -0.1 | i | i | -10% | 1% | -0.2%
11 | O=C(NCC(c1cccs1)N1CCOCC1)c1cc(-c2ccc(F)cc2)nc2ccccc12 (centres undefined) | -14% | -1% | 3% | 2.6 | i | i | -15% | -4% | 4.7%
12 | CN(C)S(=O)(=O)N(CC(=O)Nc1cccc(F)c1)c1ccccc1 | -4% | 3% | -9% | -2.3 | i | i | -3% | -22% | -0.9%
13 | O=C(Nc1nc(-c2ccccc2)ns1)c1ccc(Cl)cc1 | 18% | . | 0% | . | . | i | . | 8% | 12%
14 | NC(=O)N/N=C/c1coc2ccc(O)cc2c1=O | -6% | 2% | -16% | -1.0 | i | i | -9% | -2% | 0.3%
15 | COC(=O)Nc1cc(C)nc2ccccc12 | 4% | -4% | -6% | -2.9 | . | i | -3% | -9% | 2.2%
16 | CCC(OC(=O)c1ccco1)C(=O)NCc1ccco1 (centres undefined) | -12% | 1% | 1% | -1.0 | i | i | -14% | -1% | -0.3%
17 | Cc1cc2c(c(=O)n1Cc1ccco1)C(c1cccnc1)C(C#N)=C(N)O2 (centres undefined) | -9% | 1% | . | 0.7 | i | i | -24% | 3% | 3.0%
18 | CCCn1c(-c2cccs2)nc2c1c(=O)[nH]c(=O)n2Cc1ccccc1 | -18% | -6% | 10% | -0.5 | i | i | 2% | -24% | 0.6%
19 | Cc1c(C(=O)NC(=S)Nc2cccnc2)cccc1[N+](=O)[O-] | -3% | ? | 7% | -10 | i | i | -8% | -1% | 0.0%
20 | OCC[C@H]1NCc2cc(CO)cc(-c3ccccc3)c21 | -40% | . | 7% | 0.1 | i | i | -3% | -14% | 3.0%
21 | COc1ccc(Cc2noc(CN3CCN(c4ccc(Cl)cn4)CC3)n2)cc1OC | -25% | 2% | -12% | -1.6 | i | ? | 26µM* | -22% | 0.3%
22 | O=c1[nH]ncc(N/N=C/c2ccccc2)c1Cl | -4% | 2% | -6%[1.84 µM] | -2.3 | i | i | -24% | -11% | ?
23 | C=CCOc1cc(OC)c(OC)c(OC)c1 | -2% | 3% | 4% | 1.4 | i | i | -12% | -8% | 2.1%
24 | CCOC(=O)c1ccccc1NC(=O)c1sc2nc3n(c(=O)c2c1C)CCCCC3 | -2% | . | -26% | . | . | . | 17% | 8% | 2.0%
25 | Cc1nc2c(C#N)cnn2c2c1CCNN2C | 17% | 2% | 3% | -3.7 | i | i | 4% | -5% | -0.7%
26 | Cn1c(SCC(=O)c2cccs2)nnc1-c1ccco1 | 2% | 1% | -2% | -1.0 | . | i | 0% | 8% | 0.2%
27 | CCCCn1c(SCC(=O)Nc2cc(C)on2)nnc1-c1ccncc1 | 8% | 2% | -2% | -0.1 | i | i | 5% | 2% | -0.1%
28 | Cc1cccc2cc(-c3nc4c(C)cccn4c3NCc3ccco3)c(=O)[nH]c12 | -6% | 0% | -12% | 0.1 | i | ? | 1% | -17% | 0.3%
29 | COc1ccc(CC(=O)OCC(=O)N2c3ccccc3CC2C)cc1OC (centres undefined) | -5% | . | . | -1.3 | i | i | . | -15% | 0.0%
30 | COC(=O)c1sccc1S(=O)(=O)N(CC(=O)NCc1ccccc1)c1ccc(C)cc1 | ? | . | 5% | . | . | ? | 10% | -21% | 8.5%
31 | Cc1ccc(C(CC(=O)NCc2ccco2)c2ccccc2)c(O)c1 (centres undefined) | -26% | 1% | 0% | 2.3 | i | i | -17% | -8% | 0.4%
32 | CCCCn1c(N)c(N(CC(C)C)C(=O)COC(=O)Cc2c(C)nc3ccccc3c2C)c(=O)[nH]c1=O | -13% | 2% | -12% | -0.4 | i | i | -5% | -34% | 0.4%
33 | CSc1ccccc1NC(=O)CN(c1cccc(C)c1)S(C)(=O)=O | 3% | 0% | 1% | 0.7 | i | i | 4% | -2% | 1.5%
34 | CCOC(=O)C1=C(COC(=O)CCc2ccc(CC)cc2)NC(=O)NC1C (centres undefined) | 13% | 0% | -1% | -3.8 | i | i | 6% | -4% | 0.1%
35 | Cc1ccc(NC(=O)CCNS(=O)(=O)c2ccc(Br)s2)cc1 | -13%&-18% | 3% | 0%&2% | -3.4 | i | i | -16%&-8% | -5%&-29% | 2.3%&0.0%
36 | CCCOc1ccc(C(=O)Nc2cccnc2)cc1 | 4% | 1% | -5% | -3.7 | i | i | 26% | -1% | 4.2%
37 | C/C(=N/OC(=O)c1ccc(C)cc1)c1cccs1 | 0% | 1% | -7% | 0.8 | i | i | 12% | -28% | ?
38 | CCOc1ccc(NC(=O)CC2C(=O)N(c3ccccc3)C(=O)N2C2CCCC2)cc1 (centres undefined) | 0% | . | 1% | . | . | i | 23% | -8% | -0.4%
39 | CSc1nc(=O)n2cccc(C)c2n1 | 18% | 0% | 9% | 1.9 | i | i | . | 9% | 3.8%
40 | COc1ccc(OC)c(Nc2ccc(Nc3cc(OC)ccc3OC)nn2)c1 | 22% | -1% | 2% | -1.9 | i | i | -25% | -47% | 2.6%
41 | Cc1nn(-c2cc(C)c3ccccc3n2)c2c1C1C(C2)C1(C)C (centres undefined) | -8% | -4% | 0% | 0.6 | i | i | 1% | -3% | -1.0%
42 | CCCCCCN1CC(=O)N2Cc3[nH]c4ccccc4c3C[C@H]2C1=O | -6% | -1% | 1% | 2.6 | i | i | -13% | 0% | -0.3%
43 | CC(C)N(Cc1ccccc1)C(=O)COC(=O)c1ccc(S(=O)(=O)N2CCOCC2)cc1 | 5% | 3% | 4% | -3.7 | i | i | ? | 2% | -0.6%
44 | Cc1nn(-c2ccccc2)c(-c2ccccc2[N+](=O)[O-])c1C(=O)O | 0% | 1% | 1% | -15 | i | i | 0% | -158% | -0.8%
45 | NC(=O)CSc1ccc(Br)cc1 | -6% | 0% | 3% | 0.6 | i | i | 12% | 8% | 0.0%
46 | Cc1c(Cl)cccc1NC(=O)CC1Sc2ccccc2NC1=O (centres undefined) | -12% | ? | -14% | 0.6 | i | ? | ? | -5% | 0.2%
47 | COc1cccc(CNCc2c(C(=O)O)c(C)n(Cc3ccc(F)cc3Cl)c2C)c1OC | 20% | . | 4% | . | . | i | 3% | -13% | 6.0%
48 | O=[N+]([O-])c1cc(C(F)(F)F)ccc1Cl | -3% | 1% | -1% | -2.6 | i | i | -20% | -6% | -0.3%
49 | CCOc1cccc(/C=N/Nc2ccc(S(=O)(=O)N(CC)CC)cn2)c1O | 0% | 2% | 2% | -0.9 | i | ? | -32% | -11% | -0.9%
50 | Cn1c(=O)c2c(nc(NCCNC(=O)c3ccco3)n2Cc2ccccc2Cl)n(C)c1=O | 7% | 1% | 13% | 1.0 | i | i | -24% | 3% | -0.3%
51 | CC(=O)N1CCN=C1SCc1ccc(Cl)cc1 | 1% | 0% | 9% | -1.6 | i | i | 7% | -8% | -0.9%
52 | Cc1ccc(CNC(=O)c2sc3nc4n(c(=O)c3c2C)CCCCC4)cc1 | -1% | . | 0% | . | . | . | 14% | -22% | 1.2%
53 | CN(C)CCOCCP(=O)(c1ccccc1)c1ccccc1 | -8% | ? | -6% | -0.7 | i | i | 12% | -4% | 0.4%
54 | CCCCCCCCCCOC(=O)Cn1c(COc2cccc(C)c2)[n+](C)c2ccccc21 | ? | 1% | 10% | 1.6 | i | i | 7% | -93% | -2.7%
55 | Cc1ccc(NC(=O)COC(=O)c2sccc2C)cc1S(=O)(=O)N1CCOCC1 | -5% | 1% | -6% | -0.7 | i | i | 15% | -13% | -0.3%
56 | Cc1ccc(NC(=S)NCC2CCN(C(C)c3ccccc3)C2)cc1 (centres undefined) | -2% | 1% | 1% | 0.5 | i | i | -7% | -22% | -0.2%
57 | O=C(Nc1ccc2nc(SCC(=O)N3CCc4ccccc43)sc2c1)c1ccccc1 | 0% | . | 0% | . | . | . | 14% | 6% | 4.4%
58 | CC(C)(C)C(=O)OC1=CN(Cc2ccccc2)S(=O)(=O)c2ccccc21 | -25% | . | 5% | . | . | i | 26% | -6% | -0.2%

Screens (PubChem)
